# hERG WT inh – blocks the wildtype human KCNH2 potassium channel. AID 720551. 340,000 tested, 0.37% active. activity change, % at 1.84 µM. U2OS, BacMam KCNH2, thallium flux FluxOr; active compounds read low. Q12809;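 active = maximum activity change below -70%; inconclusive = maximum activity change between -70% and -50%; inactive = maximum activity change above -50%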; also: % is scaled to controls: 0 for no effect and ±100 for the full control effect
#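 U2OS cells were transduced with wild-type KCNH2 virus (2.03 x 10^8 / mL) for 4 h at room temperature, then cultured overnight at 37 C. Thallium flux was read with FluxOr dye. Rate constants were normalized to DMSO controls.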
# PKM2 activator – activators of human pyruvate kinase M2; P14618; purified PKM2, Kinase-Glo ATP luminescence, activation; response scale: 0% is enzyme alone, no compound; Potency, µM (doses to about 57.5 µM), for the others: top-dose activation, actives largely listed as activators; 260,000 tested, 0.34% active; also: potency is read from the fitted curve at half-maximal effect; % is scaled to controls: 0 for no effect and ±100 for the full control effect; nearly all actives have a fitted effect of over 55% in size
#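 ATP formation by purified human PK-M2, quantified via coupled luciferase luminescence after 1 h at room temperature with 0.1 mM ADP and 0.5 mM PEP final.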
# Mito fusion yeast – inhibitors of mitochondrial division or activators of mitochondrial fusion; Potency, µM (top dose mostly 46.1 µM), for the others: top-dose growth rescue (activation), most hits filed as activators; AID 485298; S. cerevisiae fusion-defective mutant growth rescue, CellTiterGlo 48 h; 320,000 tested, 0.23% active;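 also: potency is read from the fitted curve at half-maximal effect; % of control where 0% means no effect; nearly all actives have a fitted effect of over 45% in size; temperature-sensitive fusion mutants such as fzo1-1 at 37 °C on non-fermentable ethanol glycerol medium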
#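 Luminescent cell viability in 1536-well qHTS format served as the measure of rescued growth in ts fusion-mutant S. cerevisiae cultured on non-fermentable YPEG for 48 hours at 37C.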
# Chronic BCR inh – chronic active BCR signaling inhibition. ABC-DLBCL IkBa-CBG/CBR reporter, luminescence ratio, 4 h. Potency, µM (highest dose often 46.1 µM), inactives show at the highest dose ratio change, negative = lower green/red ratio, most hits filed as inhibitors. 340,000 tested, 0.05% active. AID 493014; active = well fitted inhibition curve with a large enough effect in the signal ratio, with a control signal flat, not every such curve was filed as active; inconclusive = small, poorly fitted or top-dose-only effect, or effect the other way, or a change in a side signal; the % refers to the signal ratio;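 also: potency is read from the fitted curve at half-maximal effect; plate controls were basal doxycycline-induced cells for no effect and cells given 10 µM MG132 for full effect; MG132 reads +100%, hits lower the ratio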
#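 Cell line TMD8 (human ABC DLBCL), stably expressing tet-inducible CBG68-IkBa fusion and CBR; IMDM/0.5% FBS; cpd up to 46 uM; dox induction, 4 h, 37C/5% CO2; dual luminescence; green/red ratio; MG132 control.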
# GALK inh – galactokinase (human) inhibition | 270,000 tested, 0.007% active | P51570 | Potency, µM (titrated, usually from 57.5 µM), for the others: at the highest dose activity change, negative = inhibition, hits mostly inhibitors | Purified GALK, Kinase-Glo residual ATP luminescence; also: potency is read from the fitted curve at half-maximal effect; % is scaled to controls: 0 for no effect and ±100 for the full control effect
# Target sequence (P51570 whole entry, looked up): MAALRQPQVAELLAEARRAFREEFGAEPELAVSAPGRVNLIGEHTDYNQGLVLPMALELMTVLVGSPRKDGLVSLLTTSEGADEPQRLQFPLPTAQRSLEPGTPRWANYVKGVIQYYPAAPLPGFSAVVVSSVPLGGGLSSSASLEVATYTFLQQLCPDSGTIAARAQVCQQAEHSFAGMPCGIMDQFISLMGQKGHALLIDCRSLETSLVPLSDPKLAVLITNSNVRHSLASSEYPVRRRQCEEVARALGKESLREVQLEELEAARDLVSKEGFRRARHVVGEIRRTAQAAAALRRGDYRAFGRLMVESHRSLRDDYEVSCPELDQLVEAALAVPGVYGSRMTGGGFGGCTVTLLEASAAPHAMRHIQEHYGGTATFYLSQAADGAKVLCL
#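 ATP-depletion format; final 35 uM ATP, 100 uM D-galactose, 5 nM enzyme; pH 8.0 HEPES/Mg2+ buffer; 60 min RT; luminescence read 10 min after detection reagent.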
# Eya2 inh – blocks the phosphatase activity of human Eya2. 330,000 tested, 0.006% active. O00167. Potency, µM (highest dose often 76.9 µM), for the others: at the top dose activity, negative = inhibition, usual class: inhibitors. recombinant Eya2, OMFP fluorescence dephosphorylation (OMFP is methylfluorescein phosphate); also: potency is read from the fitted curve at half-maximal effect; % is scaled to controls: 0 for no effect and ±100 for the full control effect
#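 Eya2 (0.2 uM) preincubated 10 min at ambient with compound, then OMFP substrate added at 50 uM; 10 min reaction in 50 mM HEPES pH 7.5, 50 mM NaCl, 5 uM MgCl2, 0.05% BSA, 1 mM DTT. Fluorescence read at Ex 485/Em 525 nm.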
# USP2a block – inhibitors of human ubiquitin-specific protease USP2a. USP2 core, Ub-CHOP2 coupled fluorogenic reporter, 485/531. 330,000 tested, 0.01% active. O75604. Potency, µM (titrated, usually from 38.3 µM), for inactives: at the highest dose activity change, negative = inhibition, usual class: inhibitors;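 also: potency is read from the fitted curve at half-maximal effect; plate controls were DMSO wells for no effect and full inhibition by NEM control for full effect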
#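 Deubiquitinase activity read as fluorescence (485/531 nm) after Ub-CHOP2 cleavage activates the enterokinase reporter on its substrate; USP2 core 10nM, Ub-CHOP2 and substrate 25nM each, 30min compound preincubation then 60min RT; data normalized to NEM, curves fitted.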
# TSHR antagonist – blocks TSH signaling through the human TSH receptor; P16473; TSHR-expressing cells, TSH-stimulated cAMP HTRF, 2 h; active compounds read low; activity change, negative = inhibition, % at 11.5 µM; 330,000 tested, 0.2% active;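 active = activity change below a set negative limit, meaning inhibition stronger than a set level, cut at about -70% in these data; inconclusive = activity change between two set negative limits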; also: % is scaled to controls: 0 for no effect and ±100 for the full control effect
#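 TSHR-expressing cells, 200/well, pre-treated with compound, then stimulated with EC80 TSH (4nM final) for 2 hours at 37 deg C. cAMP measured by competitive HTRF: anti-cAMP cryptate antibody in lysis buffer plus cAMP-d2, read after 30 minutes at room temperature.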
# S-ASM inh – human S-ASM enzyme inhibition | placental ASM, HMU-PC fluorogenic substrate, 60 min | Potency, µM (highest dose often 57.5 µM), without a hit: top-dose activity change, negative = inhibition, hits mostly inhibitors | 340,000 tested, 0.006% active | AID 504937; also: potency is read from the fitted curve at half-maximal effect
#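 Human placenta-derived ASM preincubated with compound 10 min at room temperature, then reacted with 9 uM (final) fluorogenic HMU-PC substrate for 60 min at 37 C. Stop solution raises pH to 10; fluorescence read at Ex 386/Em 447 nm.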
# Menin MLL FP TR – menin-MLL binding inhibition, Texas Red mutant peptide; O00255; Menin + Texas Red MLL mutant peptide, fluorescence polarization; Potency, µM (highest dose often 61.6 µM), inactives show at the top dose FP activity change, negative = inhibition, most hits filed as inhibitors; 270,000 tested, 0.23% active; active = well fitted inhibition curve with a large enough effect in the polarisation, with a control signal flat, not every such curve was filed as active; inconclusive = small, poorly fitted or top-dose-only effect, or effect the other way, or a change in a side signal; inactive = no such curve, though single readings can be large or run the other way; the % refers to the polarisation; also: potency is read from the fitted curve at half-maximal effect; % of control where 0% means no effect; many of its hits are not listed in these tables
# MBNL1 CUG block – inhibitors of human MBNL1 binding to CUG repeat RNA. Q9NR56. TR-FRET MBNL1-His/biotin-(CUG)12 binding, 665/545 ratio. 280,000 tested, 0.036% active. Potency, µM (titrated, usually from 57.5 µM), for the others: at the top dose activity change, negative = inhibition, usual class: inhibitors. AID 2675; active = well fitted inhibition curve with a large enough effect in the signal ratio, with a control signal flat, not every such curve was filed as active; inconclusive = small, poorly fitted or top-dose-only effect, or effect the other way, or a change in a side signal; inactive = no such curve, though single readings can be large or run the other way; the % refers to the signal ratio; also: potency is read from the fitted curve at half-maximal effect; % is scaled to controls: 0 for no effect and ±100 for the full control effect
# Target sequence (Q9NR56 whole entry, looked up): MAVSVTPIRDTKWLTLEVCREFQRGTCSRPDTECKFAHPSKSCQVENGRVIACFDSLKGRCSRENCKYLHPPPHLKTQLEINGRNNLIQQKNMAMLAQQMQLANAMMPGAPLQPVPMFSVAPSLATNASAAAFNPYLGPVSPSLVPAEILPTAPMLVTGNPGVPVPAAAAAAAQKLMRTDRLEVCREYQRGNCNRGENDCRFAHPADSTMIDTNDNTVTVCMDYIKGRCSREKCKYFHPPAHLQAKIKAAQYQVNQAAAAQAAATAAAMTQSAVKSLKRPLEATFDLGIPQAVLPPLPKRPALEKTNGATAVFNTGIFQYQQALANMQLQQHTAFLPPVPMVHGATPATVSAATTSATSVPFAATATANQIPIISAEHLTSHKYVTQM
#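 His-tagged MBNL1 binding to biotinylated (CUG)12 RNA was measured by TR-FRET using terbium anti-His antibody (0.055 ng/ul final) and streptavidin-XL665 (5 nM final). Compounds were titrated 92 nM to 58 uM; 60 min at room temperature.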
# * marks the source's active call; other numbers are inactive results; ? = inconclusive; / = no result given; [ ] = another dose, or the depositor's remark. Unless noted, calls follow the shape of the dose curve; as a rule, active = well fitted curve in the direction sought with a large enough effect; inconclusive = small, poorly fitted or top-dose-only effect, or another doubt; inactive = no such curve, though single readings can be large; an effect the other way counts as inactive or inconclusive. An excerpt; count on the stated rates, not on these rows.
SMILES,hERG WT inh,PKM2 activator,Mito fusion yeast,Chronic BCR inh,GALK inh,Eya2 inh,USP2a block,TSHR antagonist,S-ASM inh,Menin MLL FP TR,MBNL1 CUG block
Clc1cccc(CNCCCSc2ncccn2)c1,-7,-4%,-2%,2%,-1%,3%,1%,-6,-1%,-12%,-8%
CCN(C(=O)COC(=O)c1ccccc1O)c1nc2ccccc2s1,2,/,/,1%,/,3%,1%,3,-2%,/,/
COCCn1c(=N)c(C(=O)NCc2ccco2)cc2c(=O)n3cc(C)ccc3nc21,-4,-10%,4%,-1%,6%,0%,23%,4,283%[activator],-3%,?
CCOc1cc(C2NC(=O)NC(C)=C2C(=O)OCC2CCCCC2)ccc1O (configuration not stated),4,1%,2%,?,-3%,-13%,3%,-3,2%,14%,-12%
C/C(O)=C(\C#N)c1nnc2n1CCCCC2,-13,-15%,2%,2%,0%,7%,1%,8,2%,5%,-4%
COCC(C)n1c(SCC(=O)N2CCCCC2)nc2ccccc2c1=O (configuration not stated),-5,-3%,11%,0%,2%,-3%,-1%,1,-1%,-6%,1%
O=C(O)Cc1ccc(C(=O)c2ccccc2)s1,2,-6%,-2%,?,0%,14%,4%,4,7%,-10%,10%
CCC(CO)Nc1nc(CN2CCCCC2)nc2scc(-c3ccccc3)c12 (configuration not stated),23,-5%,-7%,9%,-1%,1%,?,17,2%,-18%,-9%
Cc1c(C(N)=O)sc(N)c1C(=O)OC(C)C,-4,-3%,6%,2%,-2%,-13%,2%,5,-1%,16%,-2%
CCCn1c(SCC(=O)c2cc(OC)ccc2OC)nnc1C(C)C,-5,14%,1%,-19%,7%,13%,-1%,13,0%,-7%,1%
CN(C)S(=O)(=O)c1ccc(Cl)c(C(=O)NCc2ccco2)c1,-9,0%,-2%,?,3%,10%,6%,17,5%,2%,3%
CCOc1ccc(-c2cc(C(=O)O)c3ccccc3n2)cc1,-6,-6%,2%,?,1%,-29%,0%,-17,52%[activator],3%,15%
CCCn1nnnc1NCc1cccc(OC)c1OC,0,1%[11.5 µM],6%,-1%,-2%,-2%,-1%,-3,-1%,1%,-1%
CC1CCCN(S(=O)(=O)c2ccc(NC(=O)[C@@H]3CCCN3C(=O)c3cccs3)cc2)C1 (some centres not stated),-5,/,7%,0%,/,1%,-3%,8,0%,/,/
COc1ccc(NC(=O)Nc2ccc(C(C)C)cc2)cc1,2,11%,-2%,?,4%,-5%,1%,20,-2%,34%[activator],-2%
CCn1c(=O)n(CC)c2cc(S(=O)(=O)Nc3c(C)cccc3C)ccc21,-3,1%,0%,?,1%,-18%,1%,-8,-1%,0%,-5%
CNC(=S)N/N=C/c1cccc(OCc2ccccc2F)c1,14,-9%,-3%,-19%,2%,0%,2%,-3,-25%,4%,-12%
Cc1ccc(C2=C(CC(=O)O)C(=O)CC2)cc1,-6,2%,10%,13%,0%,-9%,4%,4,3%,-2%,/
Cc1cccc2c(=O)cc(C)n(CC(=O)N3CCOCC3)c12,-10,-2%,-3%,0%,6%,-4%,0%,-4,-1%,4%,-2%
Cc1ccc(S(=O)(=O)N2CCCCC2)cc1NC(=O)c1cc2ccccc2o1,4,/,19%,0%,/,-6%,1%,-21,0%,/,/
Cc1cc(=O)oc2cc(OCC(=O)NC3CCCC3)ccc12,-5,7%,2%,7%,/,-22%,-1%,1,3%,-2%,-21%
O=C(COc1cccnc1[N+](=O)[O-])Nc1cc(Cl)ccc1Cl,7,/,/,6%,/,2%,1%,11,7%,/,/
CCOc1ccc(C(=O)SC2=NCCS2)cc1,-1,7%,-4%,?,-1%,-19%,-2%,21,3%,/,2%
O=C(CCCn1c(=O)[nH]c2cc(Cl)ccc2c1=O)NCCC1=CCCCC1,-2,2%,-1%,0%,0%,10%,4%,-8,1%,-15%,-5%
O=C(CN1CCOCC1)Nc1cccc(Br)c1,-5,-5%,-4%,2%,2%,18%,2%,6,0%,30%,8%

# Remaining list, next part:
SMILES,hERG WT inh,PKM2 activator,Mito fusion yeast,Chronic BCR inh,GALK inh,Eya2 inh,USP2a block,TSHR antagonist,S-ASM inh,Menin MLL FP TR,MBNL1 CUG block
O=C(CSC1=NCCN1)C1COc2ccccc2O1 (configuration not stated),-13,-4%,10%,-20%,0%,-7%,-4%,7,-3%,4%,-5%
CN1CCN(NC(=O)Nc2cc(Cl)cc(Cl)c2)CC1,8,-5%,4%,1%,-3%,-2%,-1%,29,5%,36%[activator],1%
CS(=O)(=O)N1CCc2cc(C(=O)N3CCN(c4ccccc4F)CC3)ccc21,21,/,0%,5%,-5%,-8%,1%,-15,0%,/,-9%
O=C(CCS(=O)(=O)c1ccccc1)Nc1ccccc1N1CCOCC1,-15,-13%,0%,-1%,5%,-2%,2%,0,6%,1%,-8%
O=c1c2[nH]c3cccc(Cl)c3c2ncn1CCN1CCCCC1,17,5%,-1%,8%,1%,0%,-2%,16,-3%,-19%,-6%
CCCNc1c(NC(=O)c2cccs2)c(=O)oc2ccccc12,-6,/,-17%,?,7%,8%,-3%,16,-2%,/,-2%
CCC(C)C(Nc1ncnc2scc(-c3ccccc3)c12)C(=O)O (configuration not stated),-5,-1%,2%,0%,-2%,11%,3%,5,0%,6%,2%
CN(C)CC(=O)c1c(N)n(Cc2ccccc2)c(=O)n(C)c1=O,7,0%,-1%,4%,5%,2%,-1%,4,3%,1%,3%
Cc1ccccc1N1CCN(S(=O)(=O)c2ccccc2)CC1,-14,0%,16%,-5%,-1%,1%,1%,-13,-4%,-2%,-11%
COc1ccc(-n2c(SCC(=O)NCCCN3CCCC3=O)nnc2C(C)N2CCCCC2)cc1 (configuration not stated),7,1%,26%,7%,-8%,-13%,3%,-3,0%,3%,-1%

# In the list so far, these contain four or more nitrogen atoms:
SMILES,hERG WT inh,PKM2 activator,Mito fusion yeast,Chronic BCR inh,GALK inh,Eya2 inh,USP2a block,TSHR antagonist,S-ASM inh,Menin MLL FP TR,MBNL1 CUG block
COCCn1c(=N)c(C(=O)NCc2ccco2)cc2c(=O)n3cc(C)ccc3nc21,-4,-10%,4%,-1%,6%,0%,23%,4,283%[activator],-3%,?
C/C(O)=C(\C#N)c1nnc2n1CCCCC2,-13,-15%,2%,2%,0%,7%,1%,8,2%,5%,-4%
CCC(CO)Nc1nc(CN2CCCCC2)nc2scc(-c3ccccc3)c12 (configuration not stated),23,-5%,-7%,9%,-1%,1%,?,17,2%,-18%,-9%
CCCn1nnnc1NCc1cccc(OC)c1OC,0,1%[11.5 µM],6%,-1%,-2%,-2%,-1%,-3,-1%,1%,-1%
CN1CCN(NC(=O)Nc2cc(Cl)cc(Cl)c2)CC1,8,-5%,4%,1%,-3%,-2%,-1%,29,5%,36%[activator],1%
O=c1c2[nH]c3cccc(Cl)c3c2ncn1CCN1CCCCC1,17,5%,-1%,8%,1%,0%,-2%,16,-3%,-19%,-6%
CN(C)CC(=O)c1c(N)n(Cc2ccccc2)c(=O)n(C)c1=O,7,0%,-1%,4%,5%,2%,-1%,4,3%,1%,3%
COc1ccc(-n2c(SCC(=O)NCCCN3CCCC3=O)nnc2C(C)N2CCCCC2)cc1 (configuration not stated),7,1%,26%,7%,-8%,-13%,3%,-3,0%,3%,-1%
